Compound activity deposited in PubChem by several laboratories.
Yp Topo-I inh: Yersinia pestis topoisomerase I inhibitors, primary screen, biochemical, cleavage product accumulation, plate reader, single point. DNA topoisomerase I (Yersinia pestis CO92). Y. pestis Topo-I cleavage product accumulation. activity, % at 10 µM. 0.064% of 360,000 active. AID 504884, 2011; in the data active means activity above about 50%, passing the limit was not always enough; inconclusive means no clear call, values can overlap the other calls; further: inactives centre near 2
3CLpro inhibitor: SARS-CoV 3CLpro protease inhibitors, primary screen, biochemical, quenched FRET. recombinant SARS-CoV 3CLpro, quenched FRET peptide cleavage. inhibition, % at 6 µM. 0.14% of 290,000 active. AID 1706, 2009; in the data active means inhibition above about 12%
MazF activator: activators of E. coli MazEF toxin-antitoxin RNase, primary screen, biochemical, fluorescence, uHTS; FAM/BHQ RNA-DNA oligo cleavage fluorescence, 5 h; activation, % at 20 µM; 0.32% of 350,000 active; AID 504720, 2011; in the data active means activation above about 50%
Target sequence (P0AE70 whole entry, looked up): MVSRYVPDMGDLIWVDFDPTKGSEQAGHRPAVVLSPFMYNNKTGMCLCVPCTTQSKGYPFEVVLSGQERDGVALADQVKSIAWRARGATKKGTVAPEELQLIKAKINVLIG
BH1578 lux ind: inducers of Vibrio cholerae quorum light production without autoinducers, primary screen, BH1578 luxS cqsA deficient, single point; 0.16% of 350,000 active; AID 588436, 2011; activation, % at 18.7 µM; V. cholerae BH1578 lux reporter, luminescence, 6 h; in the data active means activation mostly above about 9.7%, no sharp cut-off; inconclusive means no clear call, values can overlap the other calls; inactive means mostly below about 3.7%; further: not every result past the cut was called active; inactives centre near 0; reference of the scale not given here
DUSP3 inh: VHR1 phosphatase inhibitors, primary screen, biochemical, absorbance, uHTS; Dual specificity protein phosphatase 3 (Homo sapiens), P51452; recombinant VHR phosphatase, pNPP absorbance; inhibition, % at 13.3 µM; 0.52% of 290,000 active; in the data active means inhibition above about 50%; further: some compounds called inactive have numbers as strong as hits
Target sequence (P51452 whole entry, looked up): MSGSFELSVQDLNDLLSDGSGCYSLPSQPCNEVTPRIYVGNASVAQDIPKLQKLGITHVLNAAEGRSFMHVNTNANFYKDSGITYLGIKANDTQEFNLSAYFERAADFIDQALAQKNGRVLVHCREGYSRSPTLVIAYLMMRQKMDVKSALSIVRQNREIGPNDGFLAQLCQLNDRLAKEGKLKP
Anthrax LF prot: Bacillus anthracis LF protease inhibitors, primary screen, biochemical, multiplex microsphere, MLPCN library; multiplex microsphere protease cleavage assay; 0.12% of 360,000 active; inhibition, % at 10 µM; in the data active means inhibition above about 30%; inconclusive means no clear call, values can overlap the other calls; further: plate controls were buffer without enzyme for full effect and enzyme alone for no effect
TcdB GH inh: TcdB glycohydrolase inhibitors, primary screen, biochemical, single point, plate reader | Toxin B (Clostridioides difficile), P18177 | TcdB glycohydrolase enzymatic assay | inhibition, % at 9.99 µM | 0.24% of 350,000 active | AID 652162, 2013; in the data active means inhibition above about 10%
PfHsp40 yeast: rescue of yeast from PfHsp40 toxicity, primary screen, S. cerevisiae, ATP luminescence; S. cerevisiae expressing PfHsp40, growth rescue; growth rescue, % at 12.5 µM; 0.68% of 340,000 active; AID 504582, 2011; in the data active means growth rescue above about 28%, passing the limit was not always enough; inconclusive means no clear call, values can overlap the other calls;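 further: yeast W303a lacking pdr1 and pdr3 grown in galactose medium; growth measured after three days at 30 °C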
Rv3671c inh: Rv3671c serine protease inhibitors, primary screen, biochemical, fluorescence polarization, M. tuberculosis H37Rv; P9WHR9; inhibition, % at 5.96 µM; 0.048% of 320,000 active; AID 2606, 2010; in the data active means inhibition above about 38%;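 further: extracellular domain of Rv3671c used as enzyme; 0% = enzyme with DMSO and 100% = no enzyme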
Target sequence (P9WHR9 whole entry, looked up, the tested form may be a part): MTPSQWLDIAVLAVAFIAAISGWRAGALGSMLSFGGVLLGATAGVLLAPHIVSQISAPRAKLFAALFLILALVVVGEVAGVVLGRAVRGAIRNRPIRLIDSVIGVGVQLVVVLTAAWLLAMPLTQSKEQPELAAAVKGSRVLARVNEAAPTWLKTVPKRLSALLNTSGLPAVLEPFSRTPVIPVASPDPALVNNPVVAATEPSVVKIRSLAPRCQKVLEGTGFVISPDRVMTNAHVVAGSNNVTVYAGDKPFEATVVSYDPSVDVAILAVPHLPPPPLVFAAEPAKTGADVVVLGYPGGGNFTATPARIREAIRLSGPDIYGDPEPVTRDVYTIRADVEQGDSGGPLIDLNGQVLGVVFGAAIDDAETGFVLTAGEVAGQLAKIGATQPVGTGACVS
SSB-PriA inh: inhibitors of Klebsiella pneumoniae PriA binding to SSB C-terminal tail, primary screen, biochemical, AlphaScreen; AID 1272365, 2023; inhibition, % at 33 µM; PriA–SSB C-terminal tail interaction (Klebsiella pneumoniae); 0.6% of 430,000 active; AlphaScreen SSBct-PriA binding, biotinylated peptide; in the data active means inhibition mostly above about 37%, no sharp cut-off; inactive means mostly below about 20%;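 further: plate controls were negative control peptide for no effect and reference peptide for full effect; strong numbers were not always called active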
* hit, by the source's call; i = inactive; ? = inconclusive; · = no result given; & = joins results of further samples.

SMILES	Yp Topo-I inh	3CLpro inhibitor	MazF activator	BH1578 lux ind	DUSP3 inh	Anthrax LF prot	TcdB GH inh	PfHsp40 yeast	Rv3671c inh	SSB-PriA inh
Cc1nn(Cc2c(F)c(F)c(F)c(F)c2F)c(C)c1NC(=O)c1c(-c2ccccc2)nn(-c2ccccc2)c1C	0	2	-10	-0.9	0	-2	·	-0.4	-19	-5
Cc1ccc(O)c(NC(=O)c2ccc3c(c2)C(=O)N(Cc2ccco2)C3=O)c1	2	7	6	-0.7	-11	6	0.2	1.4	-1	-14
CCCSc1nc2c(cnn2-c2ccc(C)c(C)c2)c(=O)[nH]1	3	-3	-35	-0.2	17	5	0.7	-0.7	0	-17
O=C1C(=O)N(Cc2ccccc2)C(=O)N1CCN1C(=O)c2ccccc2C1=O	5	-2	13	-1.9	3	-4	1.5	0.2	5	0
O=C(NC(=O)c1ccccc1)Nc1cccc(S(=O)(=O)N2CCCCC2)c1	8	2	7	-0.3	15	·	0.7	-0.7	4	-5
Cc1cccc(OC(C)C(=O)Nc2nc(-c3ccncc3)cs2)c1 (stereo not drawn)	0	·	-12	-0.4	·	3	2.3	1.8	·	1
c1ccc(-n2nnnc2SCCCSc2nc3ccccc3s2)cc1	42	-1	-4	-1.9	3	-5	-0.9	2.5	-12	-23
COc1ccc(/C=N/NC(=S)Nc2ccccc2)cc1	2	6	12	-0.4	19	6	-0.7	-0.4	-2	·
CCN(CC)c1ccc(N=Cc2c(C)[nH]c3ccccc23)cc1	-14	7	9	0.0	14	-22	·	-1.0	-35	70
O=C(NCc1ccccc1)C1CCC(=O)N(CC2CCCCC2)C1 (stereo not drawn)	-10	-3	4	i	2	3	1.1	0.4	-6	-3
CCOC(=O)c1sc2ncc([N+](=O)[O-])cc2c1N	-4	-1	2	-0.4	21	2	0.7	0.2	-14	-12
CCc1c(C)nc(N)nc1N1N=C1SCC(N)=O	4	3	-1	-0.2	17	?	·	-1.0	-4	-8
CCOCCCNC(=O)CN1C(=O)c2ccccc2Sc2ncccc21	-5	-2	-10	-1.4	-8	1	0.9	0.1	5	-7
CC(OC(=O)c1cc2sccc2n1C)C(=O)NCCc1ccccc1 (stereo not drawn)	7	0	4	i	6	0	·	0.5	2	-7
CC1(C)[C@H]2CC=C(CN3CCC(N4CCC(C(=O)N5CCCC5)CC4)CC3)[C@@H]1C2	4	-3	1	i	9	-2	0.7	-1.1	12	0
Fc1cc(F)cc(NC(=S)Nc2ccccc2N2CCOCC2)c1	-5	-2	4	-0.5	17	0	1.8	-0.1	-14	1
COc1ccccc1N1CCN(C(=O)c2ccc3c(=O)n(Cc4ccc5c(c4)OCO5)c(=O)[nH]c3c2)CC1	-2	4	-4	i	21	-4	·	2.0	-18	20
CN(C)CCCN(C(=O)c1ccc(S(=O)(=O)N2CCOCC2)cc1)c1nc2cc3c(cc2s1)OCO3	-9	-2	-2	0.0	8	-4	1.0	0.8	8	1&-2
Cc1ccc(C)c(NC(=O)c2cc([N+](=O)[O-])cc([N+](=O)[O-])c2)c1	-2	0	9	-1.4	-6	-17	-0.3	-0.3	0	13
O=C(O)c1ccc(S(=O)(=O)Nc2ccc(F)c(Cl)c2)cc1	-3	-3	5	i	15	-1	·	0.7	2	-6
O=C(CSc1ncn[nH]1)N(C1CCCCC1)C1CCCCC1	8	2	-3	i	16	2	·	-0.7	4	-16
C/C(=N/OC(=O)c1ccc(Cl)cc1Cl)c1oc(C)nc1C	13	-5	4	-0.3	36	-9	1.2	1.3	-15	·
COc1ccc(OC)c(S(=O)(=O)N2CCc3ccccc3C2)c1	17	0	5	0.7	9	-5	1.6	-0.4	-11	-27&-8
COc1ccc(NC(=O)N2CCN(S(=O)(=O)c3ccc(F)cc3)CC2)c(OC)c1	4	2	-2	i	4	1	0.4	0.0	·	-14
CCOc1ccc(C(=O)CN2CCN(S(=O)(=O)c3ccc(F)cc3)CC2)cc1	-8	-2	2	1.7	23	-2	·	-0.7	2	0
CCCCn1c(NCc2ccccc2O)nc2ccccc21	1	0	-6	-0.3	2	-20	-1.2	0.1	10	-15
COc1ccccc1-c1sc2cc3c(cc2c1-c1ccc(OCCN2CCCCC2)cc1)OCO3	-5	·	-9	-0.9	·	-7	0.6	43*	4	14
COc1ccc(CCNC2=NCCS2)cc1	-1	0	3	1.7	19	0	·	-0.6	4	-1
CC(C)(C)NC(=O)CSc1nc2ccccc2c(=O)[nH]1	-2	0	0	0.0	28	4	-0.1	-0.6	-2	4
COC(=O)CCC(=O)OC1(C)C(=O)C=C2C=C(C3CC3)N(C(CO)CO)C=C2C1=O (stereo not drawn)	-8	·	1	0.4	11	-4	-0.3	-0.8	-4	-12
CCOC(=O)c1oc2ccccc2c1NC(=O)CN1CCOCC1	-4	1	6	-0.8	6	2	1.4	-0.4	-4	-11
O=C(CSc1nncc2ccccc12)Nc1ccc(F)cc1	-5	4	2	-0.3	30	0	0.3	0.7	4	4
CC(C)c1ccc(S(=O)(=O)N2CCN(C(=O)c3ccco3)CC2)cc1	22	-1	1	i	-11	-9	·	0.4	-2	-1
CN(CC(=O)Nc1ccc(N2CCOCC2)cc1)CC(=O)Nc1ccccc1C#N	2	5	4	-2.4	-9	-6	·	0.7	-5	3
Cc1ccc(NC(=O)CC2C(=O)NCCN2C(=S)Nc2ccccc2)c(C)c1 (stereo not drawn)	-3	1	-8	-0.2	0	-1	·	-0.2	-1	5&8
CCOC(=O)c1sc(NC(=O)c2ccoc2C)c(C(N)=O)c1C	12	-1	-1	-0.3	11	5	2.1	-1.0	-3	7
COc1cc(/C(C)=N/N2CCN(c3ccccc3OC)CC2)ccc1O	6	-2	5	i	-4	-16	3.2	1.3	1	·
COc1ccc2c(c1)[nH]c1c(=O)n(CCCN3CCOCC3)cnc12	1	-3	3	·	-16	0	-0.3	0.5	-3	-14
Cc1ccc(NC(=O)c2cc(N3C(=O)C4CC=CCC4C3=O)ccc2N2CCOCC2)cc1Cl (stereo not drawn)	1	0	-6	-1.1	17	-2	·	3.3	1	-10
O=C(c1ccccc1)c1ccc(COC(=O)c2cnccn2)cc1	15	0	3	-1.6	35	-2	0.8	0.0	1	-8
Cc1ccc(C(=O)NNC(=O)c2ccccc2-n2cccc2)cc1	4	5	11	-0.4	13	3	1.9	-0.5	1	6
O=C(N[C@@H](Cc1c[nH]c2ccccc12)C(=O)O)c1ccc(Cl)cc1	7	4	-4	-1.6	20	-4	-0.3	1.0	3	-1
O=C(CSc1nnc2ccc(-c3ccc(F)cc3)nn12)N1CCOCC1	5	·	7	-0.3	·	·	0.6	-0.2	0	-13
O=C(NCCCNC(=O)c1ccccc1)c1ccccc1	6	·	-4	-0.5	·	2	-0.3	·	3	2
Cc1ccccc1S(=O)(=O)Cc1ccc(C(=O)N2CCN(c3cccc(C)c3C)CC2)o1	15	2	0	-0.6	-1	-10	·	5.3	-15	3
CCOC(=O)c1c(-c2ccccc2)nnn1-c1nc(OCC)nc(N2CCCCC2)n1	24	2	2	-2.6	-8	-4	·	3.7	4	-4
COc1ccc(C)cc1NC(=O)CN1C(=O)CSc2ccc(S(=O)(=O)N3CCCC3)cc21	25	1	3	-0.3	12	1	7.0	-0.8	3	9
CCOC(=O)C(=O)Nc1ccc(F)cc1	-4	3	4	i	24	-4	·	0.2	-4	-13
O=C(COc1ccc(F)cc1)NCC1CCCO1 (stereo not drawn)	4	1	-10	i	0	0	·	1.2	4	1
CCCNC(=O)CCn1nc(-c2ccc(C)cc2)c2ccccc2c1=O	6	-4	4	-0.6	14	6	1.5	1.6	3	2
OC[C@@H]1CN(Cc2ccc(-c3ccccc3)cc2)C[C@H](n2cnc3c(N4CCCC4)ncnc32)O1	29	·	·	-0.7	·	0	1.8	·	·	·
O=C(c1cc2ccccc2oc1=O)N1CCCC1	-3	-1	6	0.5	7	-2	·	-0.6	-5	-13
C/C=C\C(=O)Nc1cccc(C2=NOC3(C2)C[C@@H](C(N)=O)N(C(=O)COc2ccc(Cl)cc2)C3)c1 (stereo partly drawn)	1	·	8	-0.3	30	3	1.0	11	-1	1
CCCCOc1ccc(S(=O)(=O)NC(=O)C2(C)CCN2C(=O)Cc2cccs2)cc1 (stereo not drawn)	10	·	·	-0.7	·	-8	-2.7	·	·	·
CCCCCOC(=O)CCN1C(=O)/C(=C2\SC(=S)N(CCC(=O)OCCCCC)C2=O)SC1=S	0	3	-12	-0.6	10	14	0.6	-0.9	3	-12
CC(=O)Oc1ccc(OC(C)=O)c2c1CC(C)=C(C)C2	2	1	-2	-0.6	23	-15	2.1	1.3	-2	2
CSc1ccc(CN2CCN(C(=O)CC(C)C)CC2)cc1	1	-1	2	i	34	·	1.5	0.5	-14	3
COc1cccc2c1OCC(C(=O)Nc1nccs1)=C2	-5	-5	14	i	17	-7	1.4	-1.6	-40	-1
COc1ccc(-c2nc(NCCCN(C)C)c3ccccc3n2)cc1	-13	-5	11	-0.9	26	-1	1.1	-1.4	7	-3

Reprinted from the entries so far (11 entries):
SMILES	Yp Topo-I inh	3CLpro inhibitor	MazF activator	BH1578 lux ind	DUSP3 inh	Anthrax LF prot	TcdB GH inh	PfHsp40 yeast	Rv3671c inh	SSB-PriA inh
O=C(COc1ccc(F)cc1)NCC1CCCO1 (stereo not drawn)	4	1	-10	i	0	0	·	1.2	4	1
CCCNC(=O)CCn1nc(-c2ccc(C)cc2)c2ccccc2c1=O	6	-4	4	-0.6	14	6	1.5	1.6	3	2
OC[C@@H]1CN(Cc2ccc(-c3ccccc3)cc2)C[C@H](n2cnc3c(N4CCCC4)ncnc32)O1	29	·	·	-0.7	·	0	1.8	·	·	·
O=C(c1cc2ccccc2oc1=O)N1CCCC1	-3	-1	6	0.5	7	-2	·	-0.6	-5	-13
C/C=C\C(=O)Nc1cccc(C2=NOC3(C2)C[C@@H](C(N)=O)N(C(=O)COc2ccc(Cl)cc2)C3)c1 (stereo partly drawn)	1	·	8	-0.3	30	3	1.0	11	-1	1
CCCCOc1ccc(S(=O)(=O)NC(=O)C2(C)CCN2C(=O)Cc2cccs2)cc1 (stereo not drawn)	10	·	·	-0.7	·	-8	-2.7	·	·	·
CCCCCOC(=O)CCN1C(=O)/C(=C2\SC(=S)N(CCC(=O)OCCCCC)C2=O)SC1=S	0	3	-12	-0.6	10	14	0.6	-0.9	3	-12
CC(=O)Oc1ccc(OC(C)=O)c2c1CC(C)=C(C)C2	2	1	-2	-0.6	23	-15	2.1	1.3	-2	2
CSc1ccc(CN2CCN(C(=O)CC(C)C)CC2)cc1	1	-1	2	i	34	·	1.5	0.5	-14	3
COc1cccc2c1OCC(C(=O)Nc1nccs1)=C2	-5	-5	14	i	17	-7	1.4	-1.6	-40	-1
COc1ccc(-c2nc(NCCCN(C)C)c3ccccc3n2)cc1	-13	-5	11	-0.9	26	-1	1.1	-1.4	7	-3

Some of the compounds tested; count on the stated rates, not on these rows.
